# High-throughput results (PubChem)
# RBX1-CUL1 inh: inhibitors of human ROC1-CUL1 ubiquitin ligase activity | E3 ubiquitin-protein ligase RBX1 (Homo sapiens) + Cullin-1 (Homo sapiens), P62877+Q13616 | in vitro K48 di-Ub FRET, acceptor:donor ratio, 45 min | inhibition, % at 10 µM | 140,000 compounds, 0.6% hits | AID 1347404, 2020; in the data active = inhibition above about 25%
# Target sequence (P62877 whole entry, looked up): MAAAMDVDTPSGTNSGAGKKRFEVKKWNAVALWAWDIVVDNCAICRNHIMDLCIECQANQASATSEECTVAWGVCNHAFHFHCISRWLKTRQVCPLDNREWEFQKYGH
# Target sequence (Q13616 whole entry, looked up): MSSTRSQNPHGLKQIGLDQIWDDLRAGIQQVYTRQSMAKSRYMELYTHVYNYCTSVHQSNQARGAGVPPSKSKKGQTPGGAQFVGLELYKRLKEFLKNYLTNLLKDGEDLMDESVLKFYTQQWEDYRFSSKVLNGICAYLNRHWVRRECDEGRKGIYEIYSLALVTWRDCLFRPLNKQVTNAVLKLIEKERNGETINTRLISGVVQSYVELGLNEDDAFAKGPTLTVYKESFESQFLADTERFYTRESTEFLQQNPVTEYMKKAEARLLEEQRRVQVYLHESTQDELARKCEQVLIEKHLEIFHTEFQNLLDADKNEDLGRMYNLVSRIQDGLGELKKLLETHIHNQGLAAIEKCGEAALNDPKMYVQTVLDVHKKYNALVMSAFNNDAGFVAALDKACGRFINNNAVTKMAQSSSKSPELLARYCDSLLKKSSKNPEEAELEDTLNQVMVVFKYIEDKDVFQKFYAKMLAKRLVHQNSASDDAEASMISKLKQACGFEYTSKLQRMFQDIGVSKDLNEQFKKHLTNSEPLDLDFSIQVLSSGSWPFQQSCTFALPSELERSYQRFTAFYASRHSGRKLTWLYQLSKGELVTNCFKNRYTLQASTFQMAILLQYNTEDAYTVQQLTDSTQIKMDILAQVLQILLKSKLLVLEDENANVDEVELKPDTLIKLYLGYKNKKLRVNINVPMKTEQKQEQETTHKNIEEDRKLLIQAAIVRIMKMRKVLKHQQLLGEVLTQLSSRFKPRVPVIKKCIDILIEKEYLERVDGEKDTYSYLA
# * hit, by the source's call. These rows are one share of the data. The share of hits here may be higher or lower than overall.
SMILES,RBX1-CUL1 inh
COc1ccc2c(Sc3ccccc3)c(C(=O)NCCN(C)C)[nH]c2c1,7
O=C(Cc1ccccc1)Nc1c(F)c(F)c(F)c(F)c1F,-1
Cc1ccc(NC(=O)CCSc2nc(-c3ccc4c(c3)OCO4)cc(C(F)(F)F)n2)cc1,4
CCCCNC(=O)c1cn(C(C)C)cc(C(=O)N2CCN(C3CCCC3)CC2)c1=O,16
CCCN1CC=C2C(C#N)C(=N)C(C#N)(C#N)[C@H](c3ccc4c(c3)OCO4)[C@H]2C1 (stereo not given in full),0
C=CCN1C(=O)C(CSCc2ccccc2)NC1=S (stereo not given),0
O=C(COc1ccc(C2C3=C(CCCC3=O)N=C3CCCC(=O)C32)cc1Cl)Nc1ccccc1 (stereo not given),1
Cc1cc(=O)n(CC(=O)N2CCN(c3ccc(F)cc3)CC2)c2c1c(C)nn2C,0
COc1ccc(Nc2nc(C)cc(=O)[nH]2)c(OC)c1,6
Cc1ccc(-c2ccc(OC(=O)C3c4ccccc4Oc4ccccc43)cc2)cc1,5
COc1cccc(NC(=O)Cn2c(=O)n(CCCCC(=O)NCc3ccc4c(c3)OCO4)c(=O)c3ccccc32)c1,3
Cc1ncc(CN2CCN(C3CCN(C(C)C)CC3)C(CCO)C2)s1 (stereo not given),-1
CCN1CC=NC(=Nc2cccc3ccccc23)C1=Nc1cccc2ccccc12,-8
Cn1ccc(C(=O)Nc2cnn(Cc3c(Cl)cccc3Cl)c2)n1,-2
CCCCN(CC)C(=O)Cn1ncc2c3ccccc3n(CCC)c2c1=O,-2
Cc1cccc(S(=O)(=O)c2cn(C)c3cc(N4CCCCCC4)c(F)cc3c2=O)c1,6
CC(=O)c1ccc(NS(=O)(=O)c2ccc(N=CC3CCCCC3=O)cc2)cc1 (stereo not given),0
CCc1ccc(CNC(=O)CCn2c(=O)c3cccn3c3ccc(F)cc32)cc1,0
COc1cc(CN2CCCC(Nc3ccc4c(c3)OCO4)C2)c(Cl)cc1O (stereo not given),-11
NS(=O)(=O)c1ccc(NC(=O)c2ccc3c(c2)CCN3S(=O)(=O)c2ccccc2)cc1,5
Cn1nccc1C(=O)N1CCC(C2CCN(Cc3cccnc3)CC2)C1 (stereo not given),-4
O=C(CC1Sc2ccc(C(F)(F)F)cc2NC1=O)Nc1cccc(Cl)c1 (stereo not given),-5
Cc1ccc(CNC(=O)c2ccc3nc(C4CC4)oc3c2)o1,1
O=C(Nc1cccc(C(F)(F)F)c1)c1cc2nc(-c3ccco3)cc(C(F)(F)Cl)n2n1,10
CCCCc1ncc(CN2CC[C@@H](N3CCC(O)CC3)[C@H](O)C2)[nH]1,3
COc1ccccc1N1CCN(Cc2nc(N)nc(N3CCCCC3)n2)CC1,1
Cc1ccc(NC(=O)c2cccc(Cl)c2)cc1,-6
CCSc1nnc(SCC)c2c1nc(SCC)n2Cc1ccccc1,-2
CCc1ccccc1-n1c(C)cc(/C=C2\C(=O)NC(=O)N(c3ccc4c(c3)OCO4)C2=O)c1C,2
CCC(NC(=O)c1ccncc1)c1ccc(C(C)C)cc1 (stereo not given),-1
Cc1cc(C)cc(NC(=O)N2CCC(C(N)=O)(N3CCCCC3)CC2)c1,-3
N#Cc1ccccc1CSc1nnc(-c2cccs2)n1-c1ccccc1,3
Cc1cc(=O)[nH]c2nnc(SCC(=O)Nc3cc(C(F)(F)F)ccc3Cl)n12,-14
O=C(C(=O)N1CCCN(c2ncc(C(F)(F)F)cc2Cl)CC1)c1c[nH]c2ccccc12,2
Cc1ccc(C2c3c(n[nH]c3-c3ccc(CC(C)C)cc3)OC(=N)C2C#N)cc1 (stereo not given),0
O=C(C1CCCC1)N1CCC2(CCCN(Cc3ccc(F)cc3)C2=O)C1 (stereo not given),5
CCCCOC(=O)c1ccc(NC(=O)c2ccc3c(c2)CCN3S(C)(=O)=O)cc1,-10
O=C(Nc1ccc2c(c1)OCO2)N1CCC(Cn2cc(C3CC3)nn2)CC1,7
CCOc1ccc(C(=O)Nc2ccc(-c3nnc4n3CCCCC4)cc2)cc1OCC,-6
CC1=Nc2nc(SCc3ccccc3)nn2C(c2ccc(O)cc2)C1C(=O)Nc1ccccc1 (stereo not given),5
Cc1ccc(CNS(=O)(=O)c2ccc(-c3cc(C(F)(F)F)on3)s2)cc1,2
COC(=O)CCC(=O)N(C)CC1CCN(CCc2cccc(F)c2)CC1,-5
COC(=O)C1=C(c2ccccc2)c2ccccc2S(=O)(=O)N1CC(=O)Nc1ccc(OC)cc1OC,3
CCCNC(=O)CSc1nc2ccccc2nc1Cc1ccc(Cl)cc1,0
N#CC(C=Nc1ccccc1-c1ccccc1)C(=O)NC(=O)Cc1ccccc1 (stereo not given),-7
CC(C)(C)c1cc(C(C)(C)C)c(N=S=O)c(C(C)(C)C)c1,3
COc1ccc(NC(=O)CN(C2CCCCC2)S(=O)(=O)c2ccc(F)cc2)cc1OC,5
Cc1ccc2c(-c3cc4ccccc4o3)cc(=O)oc2c1,2
COc1ccccc1-c1cc(-c2ccc(C)cc2)nc2sc(C(=O)Nc3cccc(Cl)c3C)c(N)c12,3
COc1ccc(NC(=O)C(C)n2c(C)c3cnn(-c4ccccc4)c(=O)c3c2C)cc1Cl (stereo not given),-16
O=c1oc(-c2cccs2)nc2scc(-c3ccccc3)c12,-8
COc1ccc(Nc2cc(C)c3cc(NC(=O)Cc4c(F)cccc4Cl)ccc3n2)cc1,2
Cc1nc(C)c(CN2CCCC2c2ccc(C(=O)Nc3ncn(C)n3)s2)s1 (stereo not given),6
O=C(Cn1cnc([N+](=O)[O-])n1)Nc1cccnc1Cl,-4
CC1(C)Cc2c(cnn2-c2ccccc2)C(NC(=O)c2ccncc2)C1 (stereo not given),5
O=C(c1nc2sccn2c1CN1CCN(c2ccccn2)CC1)N1CCCCC1,14
O=C(CCCc1ccccc1)Nc1ccccc1Cl,-7
CCOC(=O)c1c(C)oc2nc(C)nc(NCC3CCN(Cc4cccc(C)c4)CC3)c12,-11
Cc1ccc(C)c(S(=O)(=O)c2nnn3c2nc(N2CCN(C)CC2)c2sccc23)c1,-1
Cn1c(=O)c2c(nc(Sc3n[nH]c(N)n3)n2Cc2ccccc2Cl)n(C)c1=O,11
# New compounds follow
SMILES,RBX1-CUL1 inh
Cc1ccc2c(c1)-c1c(ssc1=S)C(C)(C)N2C(=O)COc1ccc(Cl)cc1,11
CCOc1ccccc1NC(=O)Cn1nc2c3cc(F)ccc3n(Cc3cccc(C)c3)cc-2c1=O,-2
CCC1(O)c2cccc3cccc(c23)C1(O)CC (stereo not given),-7
Cc1nc(N2CCN(C)CC2)nc2c1C(=O)CC(c1ccco1)C2 (stereo not given),-6
CC1=NN2C(=N)/C(=C/c3cc(C)n(-c4ccc(F)cc4)c3C)C(=O)N=C2S1,17
CCOC(=O)C(NS(=O)(=O)c1ccc(C)cc1)(N1CCCC1=O)C(F)(F)F (stereo not given),0
CC1(C)[C@@H]2CC[C@]13CS(=O)(=O)N([C@H]1C(=O)N(Cc4ccccc4)[C@H]1/C=C/c1ccccc1)[C@@H]3C2,0
Cc1cc(S(=O)(=O)N2CCCC(CNC(=O)c3cccnc3)C2)c(C)s1 (stereo not given),-9
CCC(O)C1CCN(C(=O)CC2c3ccccc3CCc3ccccc32)CC1 (stereo not given),1
Cn1c(SCC(=O)Nc2ccc3nc(SCC(=O)N4CCCC4)sc3c2)nnc1-c1ccccc1,1
Cc1ccc2c(c1)S(=O)C(C(F)(F)F)CO2 (stereo not given),14
COC(=O)c1sccc1S(=O)(=O)N(CC(=O)Nc1ccc(C)c(F)c1)c1ccc(C)c(C)c1,2
C=CCNc1nc(Nc2ccc(OC(F)(F)F)cc2)nc(OCC(F)(F)F)n1,-16
Cc1cc(-c2ccc(C)c(S(=O)(=O)NCC3CCN(Cc4ccccc4F)CC3)c2)on1,-6
O=C(Oc1ccc2c(c1)OCO2)c1ccc(-c2ccccc2)cc1,5
O=C(COC(=O)c1cn(-c2ccccc2)nc1-c1ccc(Cl)cc1)c1ccccc1,-1
COc1cc(C2C(C(=O)c3cc4ccccc4o3)C(=O)C(=O)N2CCCn2ccnc2)cc(Br)c1O (stereo not given),0
O=C(OCCCNC1NS(=O)(=O)C2CCCCC12)C(c1ccccc1)N1CCCCC1 (stereo not given),0
CC1CCCN(C(=O)c2coc(COc3ccc4ncccc4c3)n2)C1 (stereo not given),11
CC(C)Cc1ccc(C(C)C(N)=Nc2ccc(O)cc2)cc1 (stereo not given),-13
C/C(=N\NC(=O)c1ccc(Cl)cc1)c1ccc(Br)s1,-8
Cc1ncc2c(c1-c1noc(-c3cccc(-n4cnnc4)c3)n1)CCNC2,-3
Cn1c(=O)c2ncn(CC(=O)Nc3cccc(C(=O)N4CCOCC4)c3)c2n(C)c1=O,-1
COc1cccc(C(=O)N2c3cc(C)ccc3C(C)(c3ccccc3)CC2(C)C)c1 (stereo not given),1
CC(CNC(=O)c1ccc(Cn2c(=O)c3cccn3c3cccnc32)cc1)c1ccccc1 (stereo not given),0
COc1ccc(N2C(=S)N(c3ccc(F)cc3)C3CS(=O)(=O)CC32)cc1 (stereo not given),5
COc1ccc(C(=O)Oc2ccc(C(=O)/C=C/c3ccccc3Cl)cc2)cc1OC,6
COCCNC(=O)CCN1C(=O)c2cccnc2Oc2ccc(C)cc21,3
CCOC(=O)c1ccc(NC(=O)CCCn2nc(C)c3sc4ccccc4c3c2=O)cc1,-6
Fc1ccc(-c2cn3cccnc3n2)cc1,-1
c1ccc(-c2cccc(N3CCC(NCCc4cccnc4)CC3)c2)cc1,3
O=C(CN(c1ccc(Cl)c(C(F)(F)F)c1)S(=O)(=O)c1ccccc1)N1CCN(C(c2ccccc2)c2ccccc2)CC1,0
Cc1ccccc1OCCn1cc(C(=S)N2CCC(C)CC2)c2ccccc21,7
COc1ccc(OC)c(NC(=O)Cn2cnc3onc(-c4ccc(Cl)cc4)c3c2=O)c1,4
Cc1cc(C)n(-c2nc3ccccc3nc2Nc2ccc(Cl)c(Cl)c2)n1,-11
Cn1cnc(S(=O)(=O)N2CCC(C(=O)Nc3ccc(Cl)c(C(F)(F)F)c3)CC2)c1,2
CN(Cc1ccccc1)C(=O)c1ccc(CN2CCc3ccccc3C2)cc1,-7
Cc1cccnc1NC(=O)c1ccc(Cl)cc1Cl,6
COc1ccc(CCN(C)C2CCCN(C3CCN(C(C)=O)CC3)C2)cc1OC (stereo not given),4
Cc1ccc(NC(=S)NCCc2ccccc2)cc1,8
CN(c1ccccc1)S(=O)(=O)c1ccc(NC(=O)C2CC2)cc1,-1
Cc1nc2cc(NC(=O)Nc3cccc(C(F)(F)F)c3)ccc2n1C,-7
COc1ccc(NC(=O)CCc2nnc3n(Cc4ccccc4Cl)c(=O)c4ccccc4n23)cc1,-8
O=C(CC1Nc2ccccc2NC1=O)Nc1cccc(C(=O)O)c1 (stereo not given),10
Cc1ccc(NC(=O)c2ccc(-c3ccccc3)s2)cc1,3
O=C1CCCc2c1[nH]c1ccc(-c3ccccc3)cc21,-8
Cc1ccc(Sc2ccncc2S(=O)(=O)NC(=O)c2ccc(Cl)cc2)cc1,8
CC1=Nc2nc(SCc3ccccc3)nn2C(c2cccc(F)c2)C1C(N)=O (stereo not given),8
CCOC(=O)c1ccc(NC(=O)COC(=O)c2cn(CC)c3nc(C)ccc3c2=O)cc1,1
COC(=O)C(CCSC)NC(=O)c1c(C)oc2ncn(CC(C)C)c(=O)c12 (stereo not given),2
Cc1c(C(c2ccc(O)cc2)C2C(=O)Oc3ccccc3C2=O)c(=O)n(-c2ccccc2)n1C (stereo not given),-8
COc1cc2c(cc1C)-c1nc(NC(C)=O)sc1CC2,0
CN(C)c1ccc(/C=C2/N=C(C3CCCCC3)OC2=O)cc1,-5
COc1ccc(COC(=O)C2C(C)=NC3=C(C(=O)CCC3)C2c2coc3ccc(C)cc3c2=O)cc1 (stereo not given),-1
CCOC(=O)C(CNC(=O)CNC(=O)c1ccccc1)NC(=O)OCc1ccccc1 (stereo not given),-2
CCCOc1ccc(OCCOCCN2CCc3ccccc3C2)cc1,-6
CCOc1cc(/C=C2\C(=O)N(c3ccc(Br)cc3)N=C2C)ccc1OCC(=O)NCCc1ccccc1,7
O=C(N/N=C/c1cc2c(cc1Cl)OCO2)c1cccc(Br)c1,-20
CC(/C=C\c1ccccc1)=N\NC(=S)SCN1C(=O)C2CCC(C)(C1=O)C2(C)C (stereo not given),-4

# Gathered by group, the compounds so far containing two or more sulfur atoms (15)
SMILES,RBX1-CUL1 inh
C=CCN1C(=O)C(CSCc2ccccc2)NC1=S (stereo not given),0
NS(=O)(=O)c1ccc(NC(=O)c2ccc3c(c2)CCN3S(=O)(=O)c2ccccc2)cc1,5
CCSc1nnc(SCC)c2c1nc(SCC)n2Cc1ccccc1,-2
N#Cc1ccccc1CSc1nnc(-c2cccs2)n1-c1ccccc1,3
Cc1ccc(CNS(=O)(=O)c2ccc(-c3cc(C(F)(F)F)on3)s2)cc1,2
O=c1oc(-c2cccs2)nc2scc(-c3ccccc3)c12,-8
Cc1nc(C)c(CN2CCCC2c2ccc(C(=O)Nc3ncn(C)n3)s2)s1 (stereo not given),6
Cc1ccc(C)c(S(=O)(=O)c2nnn3c2nc(N2CCN(C)CC2)c2sccc23)c1,-1
Cc1ccc2c(c1)-c1c(ssc1=S)C(C)(C)N2C(=O)COc1ccc(Cl)cc1,11
Cc1cc(S(=O)(=O)N2CCCC(CNC(=O)c3cccnc3)C2)c(C)s1 (stereo not given),-9
Cn1c(SCC(=O)Nc2ccc3nc(SCC(=O)N4CCCC4)sc3c2)nnc1-c1ccccc1,1
COC(=O)c1sccc1S(=O)(=O)N(CC(=O)Nc1ccc(C)c(F)c1)c1ccc(C)c(C)c1,2
COc1ccc(N2C(=S)N(c3ccc(F)cc3)C3CS(=O)(=O)CC32)cc1 (stereo not given),5
Cc1ccc(Sc2ccncc2S(=O)(=O)NC(=O)c2ccc(Cl)cc2)cc1,8
CC(/C=C\c1ccccc1)=N\NC(=S)SCN1C(=O)C2CCC(C)(C1=O)C2(C)C (stereo not given),-4
